Tau fibril FP = inhibitors of human tau fibril formation; P10636; K18 P301L tau heparin fibrillization, Alexa594 FP, 6 h; Potency, µM (doses to about 57.7 µM), for inactives: at the highest dose activity, negative = inhibition, actives largely listed as inhibitors; 0.39% of 280,000 active; AID 1468; also: % is scaled to controls: 0 for no effect and ±100 for the full control effect; nearly all actives have a fitted effect of over 55% in size
Target sequence (P10636 561-689 P618L limits assumed): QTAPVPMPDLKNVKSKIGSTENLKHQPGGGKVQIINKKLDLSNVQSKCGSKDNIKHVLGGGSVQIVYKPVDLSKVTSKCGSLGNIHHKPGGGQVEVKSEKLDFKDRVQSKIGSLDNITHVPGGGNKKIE
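Compound effects on tau fibrillization are measured by Alexa 594 fluorescence polarization (ex 555, em 632 nm). K18 P301L tau is used at 15 uM with 0.24 uM labeled tracer, and 20 uM heparin induces aggregation over 6 hr at 37 C.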
Tau fluor counter = counter-screen for tau fibril formation inhibitors. tau K18 P301L Alexa594 fluorescence, heparin fibrillization. Potency, µM (titrated, usually from 57.7 µM), for inactives: at the highest dose activity change, negative = decrease. 0.93% of 280,000 active; also: % is scaled to controls: 0 for no effect and ±100 for the full control effect; nearly all actives have a fitted effect of over 55% in size
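Human tau K18 P301L (15 uM unlabeled, 0.24 uM Alexa 594-labeled) in 100 mM sodium acetate pH 7 with 20 uM heparin, 6 hr at 37 C. ThT 30 uM added, 1 hr ambient; Alexa 594 FP and total fluorescence read at 555/632 nm.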
HTT ATP protect = protects HTT-Q103 PC12 cells, measured by ATP; PC12 HTT-Q103 induced, cytoprotection, ATP luminescence, 40 h; Potency, µM (top dose mostly 56.4 µM), for inactives: cytoprotection (ATP increase), usual class: activators; 0.14% of 230,000 active; AID 1471;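 also: % of control where 0% means no effect; nearly all actives have a fitted effect of over 45% in size; toxic huntingtin expression switched on by the ecdysone agonist tebufenozide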
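Compounds were screened for protection of PC12 cells against cell death after tebufenozide induction (100 nM final) of mutant Huntingtin exon 1 (Q103) fused to GFP.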
Tau fibril ThT = blocks human tau fibril formation measured by thioflavin T; Potency, µM (series often up to 57.4 µM), without a hit: at the highest dose activity, negative = inhibition, actives largely listed as inhibitors; AID 1460; recombinant tau K18 P301L (four-repeat tau fragment), heparin-induced fibrillization, ThT fluorescence; 2.1% of 270,000 active; also: % is scaled to controls: 0 for no effect and ±100 for the full control effect; nearly all actives have a fitted effect of over 55% in size
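K18 P301L tau (15 uM + 0.24 uM Alexa 594-tagged), heparin 20 uM, NaOAc pH 7, 6 h 37 C; ThT 30 uM, 1 h RT, ex 450/em 510 nm.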
GAA inh = inhibitors of human lysosomal alpha-glucosidase; P10253; purified human GAA, 4-MU-alpha-glucoside fluorescence; Potency, µM (titrated, usually from 76.9 µM), inactives show top-dose activity change, negative = inhibition, usual class: inhibitors; 0.005% of 200,000 active;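 also: plate controls were uninhibited enzyme wells for no effect and no-enzyme background for full effect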
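Fluorogenic assay: 4 nM human alpha-glucosidase with 400 uM 4-methylumbelliferyl-alpha-D-pyranoside in 50 mM citrate/phosphate, 0.005% Tween-20, pH 5.0, 20 min at room temperature. Compounds tested up to 77 uM; AC50 from Hill fits.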
aGlu spleen mod = lysosomal alpha-glucosidase (human) modulation. human spleen homogenate, 4-MU-alpha-glucoside fluorescence. Potency, µM (titrated, usually from 79.9 µM), for inactives: at the highest dose activity change, negative = inhibition, most hits filed as inhibitors. 0.006% of 240,000 active. AID 2112;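 also: 0% = enzyme with vehicle and -100% = no enzyme basal signal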
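Human spleen homogenate (1 ug) with 4-methylumbelliferyl-alpha-D-glucopyranoside (1 mM final) in 50 mM citrate/phosphate pH 5.0, 0.01% Tween-20; 40 min at 37 C. Stopped at pH 10; 4-MU fluorescence Ex 365/Em 440 nm; AC50 by Hill fit.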
GAA glycogen mod = alters human alpha-glucosidase cleavage of glycogen; Potency, µM (titrated, usually from 76.4 µM), for inactives: at the highest dose activity change, negative = inhibition, most hits filed as inhibitors; AID 2100; P10253; 0.38% of 300,000 active; recombinant GAA, glycogen substrate, Amplex Red glucose oxidase fluorescence;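 also: 0% = full enzyme reaction and -100% = no-enzyme basal signal; the screen sought inhibitors and activators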
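Recombinant human enzyme (4 nM); glycogen substrate; 37 C, 40 min, pH 5.0. Readout: coupled glucose oxidase/Amplex Red fluorescence.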
aGal spleen mod = alpha-galactosidase A (human) modulation; P06280; human spleen homogenate, 4MU-alpha-Gal fluorescence, 40 min; Potency, µM (series often up to 80 µM), for the others: at the highest dose activity change, negative = inhibition, hits mostly inhibitors; 0.008% of 240,000 active; AID 2107;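 also: 0% = enzyme with vehicle and -100% = no enzyme basal signal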
Target sequence (P06280 32-429 limits assumed): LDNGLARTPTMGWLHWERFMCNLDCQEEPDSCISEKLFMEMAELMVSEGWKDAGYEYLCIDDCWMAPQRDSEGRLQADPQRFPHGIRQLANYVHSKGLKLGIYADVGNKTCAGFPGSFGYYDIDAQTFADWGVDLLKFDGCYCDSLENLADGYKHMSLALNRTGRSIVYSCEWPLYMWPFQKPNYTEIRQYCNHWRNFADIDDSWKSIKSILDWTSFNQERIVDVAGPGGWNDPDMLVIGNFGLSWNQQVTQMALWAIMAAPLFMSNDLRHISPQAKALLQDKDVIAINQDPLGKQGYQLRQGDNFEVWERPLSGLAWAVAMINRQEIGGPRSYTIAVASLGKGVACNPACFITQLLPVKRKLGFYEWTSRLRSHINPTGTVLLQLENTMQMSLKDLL
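qHTS titration in buffer at pH 5.0. Alpha-galactosidase activity in spleen homogenate was measured via 4-methylumbelliferone release from 1 mM fluorogenic substrate after 40 min at 37C and a pH 10 stop. AC50 came from Hill fits of control-normalized data.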
* marks the source's active call; other numbers are inactive results; ? = inconclusive; . = no result given; & = joins results of further samples; [ ] = another dose, or the depositor's remark. Calls follow the shape of the dose curve; as a rule, active = well fitted curve in the direction sought with a large enough effect; inconclusive = small, poorly fitted or top-dose-only effect, or another doubt; inactive = no such curve, though single readings can be large; an effect the other way counts as inactive or inconclusive. Potency is read from the fitted curve at half-maximal effect.

SMILES | Tau fibril FP | Tau fluor counter | HTT ATP protect | Tau fibril ThT | GAA inh | aGlu spleen mod | GAA glycogen mod | aGal spleen mod
Cc1ccccc1C(=O)NNc1ccc([N+](=O)[O-])cc1 | 3% | 4% | 15% | -11% | -12% | -5% | ? | 0%
Cc1ccc(C(=O)c2ccc([N+](=O)[O-])cc2)c(C)c1 | 4% | -24% | -12% | -11% | -4% | 3% | 2% | 3%
Cc1nn(CCCC(=O)NCc2ccccc2)c(C)c1[N+](=O)[O-] | 0% | 0% | -28%[10 µM] | 1% | 6% | 0% | 15% | 2%
COc1ccc(NC(=O)C2=Cc3cccc(OC)c3OC2)cc1 | -1% | -21% | -105%[inhibitor] | ? | ? | -5% | -16% | -1%
O=C(O)/C=C/C(=O)Nc1cccnc1 | 1% | -1% | 10%[10 µM] | 0% | 2% | -1% | -3% | -3%
Cc1ccc(C2(C)NC(=O)N(CC(=O)Nc3cc(C)on3)C2=O)cc1 (stereo not drawn) | 0% | -6% | 4% | -1% | -9% | 1% | 3% | 7%
CC1CCc2sc3ncn4nc(C(=O)NCc5ccco5)nc4c3c2C1 (stereo not drawn) | 8% | -5% | 4% | -10% | -4% | -5% | -9% | -4%
Cc1ccc(-n2c(CC#N)n[nH]c2=S)c(C)c1 | -1%[0.0958 µM] | -3%[0.0958 µM] | 24%[10 µM] | . | . | -8% | -12% | -21%
CCOC(=O)C1C(=O)CC(C)(O)C(C(=O)OCC)C1c1ccc(NC(C)=O)cc1 (stereo not drawn) | ? | -5% | -36% | -4% | -1% | -2% | -6% | -2%
O=C(CCCSc1nc2ccccc2[nH]1)Nc1nnc(C2CC2)s1 | -2% | -2% | -97%[inhibitor] | -18% | 5% | 0% | 5% | -4%
COc1ccc(C(=O)CCC(=O)O)c(C)c1 | 8% | -3% | 7% | -8% | 0% | -1% | 4% | -4%
Cc1ccc(-n2c(C)cc(/C=C3/SC(=O)N(CC(=O)N4CCOCC4)C3=O)c2C)nc1 | -2% | -16% | -21%[10 µM] | -13% | . | 2% | 8% | 13%
COc1ccc(Br)cc1-c1noc(-c2ccccc2F)n1 | 4% | 3% | -25% | 3% | 3% | 1% | 7% | -15%
CC1CCN(C(=O)c2cc3c(=O)n(C)c4cc(Cl)ccc4c3s2)CC1 | 0% | -5% | . | -7% | . | . | -12%[76.3 µM] | .
CCOC(=O)c1cccc(NC(=O)C2CCCN(S(=O)(=O)c3c(C)n[nH]c3C)C2)c1 (stereo not drawn) | -15% | -15% | -2% | -12% | -5% | -1% | -12% | -3%
COc1ccc(CC/C(=N\O)C2(O)CCCCC2)cc1 | 2% | -7% | 2%[10 µM] | -8% | 0% | -12% | 2% | 10%
COc1ccccc1CNC(=O)CN(c1ccc(C)cc1)S(=O)(=O)c1c(C)nn(C)c1C | -2% | 1% | -137%[inhibitor] | 10% | 1% | 5% | -13% | 10%
O=C(Nc1ccccc1C(F)(F)F)N1CCOc2ccc(Cl)cc21 | 1% | ? | . | -5% | . | . | 5%[76.3 µM] | .
CCc1c(C)sc(NC(=S)Nc2cccnc2)c1C(=O)OC | -13% | ? | 7%[10 µM] | -11% | -3% | -1% | ? | -19%
Cc1ccc2c(c1)S/C(=C/c1ccc[n+](C)c1)N2CCO | -6% | -5% | -46%[inhibitor] | ? | -8% | -8% | -3% | -1%
CCCNC(=O)CCNS(=O)(=O)c1ccc2c(c1)c(=O)n(C)c(=O)n2C | 0% | -9% | . | -6% | . | . | 11%[76.3 µM] | .
CCNC(=S)N/N=C(\C)c1ccc(Cl)s1 | 4% | -12% | . | -5% | ? | -3% | 7% | -5%
CCCc1nnc(SCC(=O)N2CCOCC2)n1C | -12% | -5% | -16%[1.9 µM] | -9% | -1% | 1% | -4% | 1%
NC(=O)CSc1nc2sc(-c3ccccc3)cc2c(=O)n1N | -2% | -11% | -59%[inhibitor] | -13% | 11% | 3% | 1% | 6%
O=C(O)CSc1ncnc2c1sc1nc(-c3ccccc3)c3c(c12)CCC3 | 5% | ? | 16%[10 µM] | . | . | 0% | 6% | -1%
C1CCN2C[C@@H]3C[C@@H](CN4CCCC[C@@H]34)[C@H]2C1 | -6% | -1% | 7%[1.9 µM] | -6% | . | -5% | . | 9%
CCOC(=O)CNC(=O)N1CCCC(CCC(=O)NCc2ccc(F)c(F)c2)C1 (stereo not drawn) | -5% | 1% | -24% | 2% | 0% | -7% | 5% | 3%
COc1cc(/C=N/NC(=O)COc2ccc(Cl)cc2)ccc1OS(=O)(=O)c1ccc(C)cc1 | ? | ? | -8% | -21% | -9% | 1% | -4% | -4%
COC(=O)c1ccccc1NC(=O)C1CC(=O)N(C2CCCCC2)C1 (stereo not drawn) | -8% | -5% | -7% | -2% | -5% | 1% | 7% | 5%
CCCOc1ccc(NC(=O)CC2Nc3ccccc3NC2=O)cc1 (stereo not drawn) | 3% | -28% | 4% | ? | -2% | 2% | ? | -3%
O=C(CN1CCSCC1)N/N=C/c1cccc(Cl)c1 | -2% | 3% | 5%[10 µM] | -5% | 1% | 3% | 6% | 0%
CC(=O)C1=C(O)C(=O)N(c2cc(C(C)(C)C)on2)C1c1ccc(Br)cc1 (stereo not drawn) | -3% | 1% | -7%[10 µM] | -9% | 4% | -11% | -4% | -4%
C=CCn1c2ccccc2c2nnc(SCc3ccc4nonc4c3)nc21 | 3% | -8% | 26%[10 µM] | -10% | 3% | -12% | 2% | -8%
S=C(NCc1ccc(Cl)cc1)NC1CCCCC1 | 3% | -15% | -8%[10 µM] | -1% | -3% | -3% | -3% | 9%
Cc1ccn(C(=O)c2ccc(NC(=O)CC(C)C)cc2)n1 | 0% | -4% | -16% | -6% | 5% | 2% | 13% | -3%
O=C(N/N=C/c1cccnc1)c1ccc(S(=O)(=O)N2CCCCCC2)cc1 | -10% | -16% | -5%[10 µM] | -6% | . | -2% | 3% | 1%
O=[N+]([O-])c1cc(S(=O)(=O)Nc2cccc(C(F)(F)F)c2)ccc1-n1nnc2ccccc21 | ? | ? | -46%[inhibitor] | ? | -12% | -4% | -10% | -5%
C#CCSc1nc(-c2ccccc2)cc(C(F)(F)F)c1C#N | -16% | -16% | -27%[10 µM] | -12% | 8% | -4% | 0% | 1%
CCC1=C(OC(=O)N(CC)CC)N2C(=O)OC(=NCCOC)[C@]2(C)[C@H]2C1=CC[C@H]1C(=O)NC(=O)[C@H]12 | -7% | -8% | 7% | -6% | . | 0% | . | 1%
CCOc1ccc(-c2nn[nH]n2)cc1OCC | 1% | -3% | 18%[1.9 µM] | -2% | -9% | 3% | 8% | -4%
O=C(c1cc([N+](=O)[O-])ccc1Cl)N1c2ccccc2Sc2ccccc21 | ? | -16% | -8%[10 µM] | 3% | ? | -14% | 1% | -3%
CCOC(=O)c1cc(-c2ccccc2)sc1NC(=S)Nc1cc(C)ccn1 | ? | -26% | -10% | -9% | -1% | -16% | -4% | -7%
COC(=O)c1sc(S(=O)(=O)N2CCC(C)CC2)c(C(=O)OC)c1C | -7% | -24% | -8% | -15% | -5% | -11% | -4% | 2%
CN(C)CCSc1nc(-c2ccccc2)nc2c1CCCC2 | 2% | -11% | 11%[10 µM] | -5% | -4%[15.4 µM] | 1% | 12% | -5%
C/C(=N\NC(=O)CSCc1ccc(Cl)cc1)c1ccc(NC(=O)c2ccccc2)cc1 | ? | -5% | 6% | -10% | -4% | 1% | 6% | 2%
O=C(Nc1ccc(O)c(C(=O)O)c1)c1ccc2c(c1)C(=O)N(CC1CCCO1)C2=O (stereo not drawn) | 2% | -5% | -4%[0.074 µM] | -13% | ? | -4% | -4% | -10%
COc1cc(NC(=O)Cn2cnc3sc(C)c(S(=O)(=O)N4CCN(C)CC4)c3c2=O)cc(OC)c1OC | -4%&-15% | -14%&-7% | -24% | -2%&2% | 2% | 0% | -1% | -11%
CCOC(=O)N1CCN(c2c(NCCc3ccc(OCC)c(OCC)c3)c(=O)c2=O)CC1 | 3% | -7% | -12%[10 µM] | -6% | 4% | -1% | 1% | 6%

Compound profiles, from the list above. Order of screens: Tau fibril FP | Tau fluor counter | HTT ATP protect | Tau fibril ThT | GAA inh | aGlu spleen mod | GAA glycogen mod | aGal spleen mod
Results for NC(=O)CSc1nc2sc(-c3ccccc3)cc2c(=O)n1N = -2% | -11% | -59%[inhibitor] | -13% | 11% | 3% | 1% | 6%
Results for CCOC(=O)c1cc(-c2ccccc2)sc1NC(=S)Nc1cc(C)ccn1 = ? | -26% | -10% | -9% | -1% | -16% | -4% | -7%
Results for CCOC(=O)c1cccc(NC(=O)C2CCCN(S(=O)(=O)c3c(C)n[nH]c3C)C2)c1 (stereo not drawn) = -15% | -15% | -2% | -12% | -5% | -1% | -12% | -3%
Results for S=C(NCc1ccc(Cl)cc1)NC1CCCCC1 = 3% | -15% | -8%[10 µM] | -1% | -3% | -3% | -3% | 9%
Results for C1CCN2C[C@@H]3C[C@@H](CN4CCCC[C@@H]34)[C@H]2C1 = -6% | -1% | 7%[1.9 µM] | -6% | . | -5% | . | 9%

Next part:
SMILES | Tau fibril FP | Tau fluor counter | HTT ATP protect | Tau fibril ThT | GAA inh | aGlu spleen mod | GAA glycogen mod | aGal spleen mod
O=C(O)c1cccc2c(/C=N/Nc3ccccn3)c[nH]c12 | 9% | -24% | -10%[10 µM] | . | . | -4% | ? | 9%
Cc1ccc(S(=O)(=O)N/N=C2/CCCCC2C2CCCCC2)cc1[N+](=O)[O-] (stereo not drawn) | 7% | ? | -4%[10 µM] | -15% | 0% | 0% | -14% | -3%
Cc1ccc(/C=N/n2c(C)nnc2C)cc1 | 4% | 0% | 16%[10 µM] | -6% | 0% | -2% | 3% | 3%
CCOC(=O)/C=C/C(=O)OCC(=O)Nc1cccc(Cl)c1Cl | 1% | 7% | -9%[10 µM] | ? | -7% | -1% | 3% | 2%
Cc1ccc(NC(=O)CSc2nc3ccccc3c3nc(CCc4c(C)n[nH]c4C)nn23)cc1F | -2% | -19% | -16% | ? | -5% | 3% | 0% | 3%
Cc1cccc2cc(C(c3nnnn3C3CCCC3)N3CCOCC3)c(=O)[nH]c12 (stereo not drawn) | -6% | -4% | -5% | -13% | ? | 3% | -1% | -3%
Cc1ccc(-c2nnc3c4ccccc4c(-c4ccccc4)nn23)cc1 | -1% | -1% | . | 0% | . | . | -8%[76.3 µM] | .

Source: PubChem
